TDP1 inh: qHTS Assay for Inhibitors of Tyrosyl-DNA Phosphodiesterase (TDP1); Tyrosyl-DNA phosphodiesterase 1 (Homo sapiens), Q9NUW8; recombinant TDP1, AlphaScreen DNA substrate cleavage; Potency, µM (top dose mostly 130 µM), inactives show at the top dose activity change, negative = inhibition, hits mostly inhibitors; hit rate 0.28% among 350,000; AID 485290, 2010; also: nearly all actives have a fitted effect of over 40% in size
Target sequence (Q9NUW8 whole entry, looked up): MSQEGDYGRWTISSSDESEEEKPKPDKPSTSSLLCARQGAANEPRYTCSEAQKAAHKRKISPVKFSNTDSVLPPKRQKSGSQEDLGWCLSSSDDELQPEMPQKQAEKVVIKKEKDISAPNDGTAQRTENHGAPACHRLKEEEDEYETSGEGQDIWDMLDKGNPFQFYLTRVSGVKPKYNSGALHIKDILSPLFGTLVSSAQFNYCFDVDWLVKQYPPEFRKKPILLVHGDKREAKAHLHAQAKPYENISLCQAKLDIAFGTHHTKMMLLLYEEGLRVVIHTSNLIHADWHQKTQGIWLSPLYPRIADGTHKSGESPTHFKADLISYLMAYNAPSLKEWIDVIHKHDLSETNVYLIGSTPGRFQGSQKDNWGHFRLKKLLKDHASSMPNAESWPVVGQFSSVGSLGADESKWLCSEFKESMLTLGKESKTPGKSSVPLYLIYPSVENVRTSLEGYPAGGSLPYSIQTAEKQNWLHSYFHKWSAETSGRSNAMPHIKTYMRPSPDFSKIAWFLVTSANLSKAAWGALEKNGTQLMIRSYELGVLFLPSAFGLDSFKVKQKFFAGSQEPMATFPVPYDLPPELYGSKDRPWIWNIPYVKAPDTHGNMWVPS
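Compounds were preincubated with Tdp1 (1 nM final) for 15 min at room temperature before substrate (15 nM final) started a 5 min reaction; beads (10 ug/ml final) were then added for 10 min before AlphaScreen detection.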
TDP1 cell noCPT: qHTS for Inhibitors of human tyrosyl-DNA phosphodiesterase 1 (TDP1): qHTS in cells in absence of CPT. DT40 Tdp1-/- hTDP1 cells, no CPT, ATP luminescence, 48 h. AID 686978, 2013. Potency, µM (titrated, usually from 46.2 µM), for the others: at the highest dose activity change, negative = growth inhibition, actives largely listed as inhibitors. hit rate 15% among 420,000; also: nearly all actives have a fitted effect of over 55% in size
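Growth kinetics read by CellTiter-Glo luminescence after ≥48 hr at 37 °C. Cells: DT40 Tdp1-/- stably carrying human TDP1, 400 per well, compound exposure in the absence of CPT (DMSO vehicle).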
KAT2A inh: qHTS Assay for Inhibitors of GCN5L2. Histone acetyltransferase KAT2A (Homo sapiens), Q92830. GCN5L2 HAT assay, ThioGlo1 CoA-SH fluorescence. Potency, µM (doses to about 58.9 µM), without a hit: at the top dose activity change, negative = inhibition, usual class: inhibitors. hit rate 0.21% among 390,000. AID 504327, 2011
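Enzyme at 20nM final was mixed with library compounds for 15 min at room temperature. Peptide H3(1-25) at 75uM, acetyl-CoA at 70uM and ThioGlo1 at 50uM were then added. Plates were read immediately and after 20 min (Ex340nm/Em540nm).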
An asterisk follows results filed as active; ? = inconclusive; / = not tested or not shown; & = joins results of further samples; [ ] = another dose, or the depositor's remark. Calls follow the shape of the dose curve; as a rule, active = well fitted curve in the direction sought with a large enough effect; inconclusive = small, poorly fitted or top-dose-only effect, or another doubt; inactive = no such curve, though single readings can be large; an effect the other way counts as inactive or inconclusive. % is scaled to controls: 0 for no effect and ±100 for the full control effect; potency is read from the fitted curve at half-maximal effect. A portion of the library; the hit share may differ from the screen's.

smiles | TDP1 inh | TDP1 cell noCPT | KAT2A inh
CCOC(=O)C1=C(C)NC(=S)NC1c1cccc(O)c1 (centres undefined) | 11% | ? | 42%&4%&-20%[activator]
COc1ccc(/C=N\NC(=O)c2ccc(F)cc2)cc1COc1ccccc1C(N)=O | 7% | ? | -2%
CCOC(=O)C(CCCCC(NC(C)=O)(C(=O)OCC)C(=O)OCC)(NC(C)=O)C(=O)OCC | / | -15% | -2%
COc1cc(OC)c(NC(=O)C(CC(C)C)N2Cc3ccccc3C2=O)cc1Cl (centres undefined) | 1% | ? | -18%
O=C(NC1CCCCC1)C(c1ccco1)N(Cc1ccco1)C(=O)c1ccco1 (centres undefined) | 2% | ? | 0%
Cc1ccc(C)n1-c1ccc(-c2ccnc(N)n2)cc1 | 4% | ? | -7%
Cc1ccc(CN2CCC(CNC(=O)c3cnn(-c4ccccc4)c3C3CCN(C(=O)OC(C)(C)C)CC3)CC2)cc1 | 7% | 15µM* | 28%
COc1ccc(-n2c(=O)c3c4c(sc3n(CC(=O)NC3CCCC3)c2=O)CCCC4)c(OC)c1 | 0% | -13% | -6%
CC(NC(=O)C(NS(=O)(=O)c1cccs1)C(C)C)c1ccc(S(N)(=O)=O)cc1 (centres undefined) | -4% | 0% | -1%
CCOC(=O)Cn1c(=O)oc2cc(S(=O)(=O)NCCCc3ccccc3)ccc21 | 4% | -21% | -3%
COC(=O)c1ccc2[nH]c(C3(O)CCCCC3)c(C)c2c1 | 4% | ? | -6%
O=c1cc(NCc2ccco2)c2ccccc2o1 | 0% | -26% | -5%
C=CCNC(=S)NCC1COc2ccccc2O1 (centres undefined) | 5% | ? | 3%
CC(C(=O)O)N1C(=O)C2C3c4ccccc4C(c4ccccc43)[C@@H]2C1=O (some centres undefined) | / | 56%[activator] | 3%
CCOc1ccc(N(CC(=O)Nc2cccc(Br)c2)S(C)(=O)=O)cc1 | 3% | ? | -8%
Cc1ccc([C@H]2C(C(=O)O)=CC[C@@H](c3ccc4c(c3)OCO4)N2S(=O)(=O)c2ccc(C)cc2)cc1 | 1% | -28% | 0%
O=C(N/N=C\c1cccnc1)c1ccc(Br)s1 | 1%[56.1 µM] | -28% | 1%
Cc1ccc(C(C)NC(=O)c2ccco2)cc1 (centres undefined) | 4% | 6% | 0%
Cc1cc(/C=C2\Cc3ccccc3C2=O)c(C)n1-c1ccccc1 | 5% | 13µM* | -5%
COC(=O)c1scc(C)c1NC(=O)C(Cl)c1ccccc1 (centres undefined) | 6% | -25% | 1%
Cc1ccc(-c2nc(NCCCO)c3ccccc3n2)cc1 | 3% | ? | -5%
COc1ccccc1/C=N/NC(=O)C(NC(=O)c1ccccc1)=C(C)C | 0% | -7% | -8%
CCCC(=O)Nc1ccc(C(=O)N2CCCC2)cc1 | 1% | -17% | -6%
COc1ccc(N2CCN(C(=O)c3c(-c4c(F)cccc4Cl)noc3C)CC2)cc1 | 1% | -18% | ?
COc1ccccc1CCN=C(N)NS(=O)(=O)c1ccc(C)cc1 | -3% | ? | -5%
O=C1COc2ccc(C(=O)CSc3nnc(Cc4cccs4)n3-c3ccc(Cl)cc3)cc2N1 | 5% | 18µM* | ?
CCOC(=O)c1sc(Nc2ccc(Br)cc2)nc1C | -10% | ? | 0%
COC(=O)c1ccc(CNC(=O)COc2ccccc2Br)o1 | 1% | -4% | -2%
CCc1nnc(NS(=O)(=O)c2ccc(NC(=O)c3ccccc3O)cc2)s1 | / | 15% | -1%
CCC(CC)c1nnc(NC(=O)C2COc3ccccc3O2)s1 (centres undefined) | 5% | -21% | -1%

Structures listed so far that contain a furan ring, fused or not (4):
smiles | TDP1 inh | TDP1 cell noCPT | KAT2A inh
O=C(NC1CCCCC1)C(c1ccco1)N(Cc1ccco1)C(=O)c1ccco1 (centres undefined) | 2% | ? | 0%
O=c1cc(NCc2ccco2)c2ccccc2o1 | 0% | -26% | -5%
Cc1ccc(C(C)NC(=O)c2ccco2)cc1 (centres undefined) | 4% | 6% | 0%
COC(=O)c1ccc(CNC(=O)COc2ccccc2Br)o1 | 1% | -4% | -2%

Two of the compounds above, with values under each structure.
Order of results – TDP1 inh, TDP1 cell noCPT, KAT2A inh
CCC(CC)c1nnc(NC(=O)C2COc3ccccc3O2)s1 (centres undefined)
  5%, -21%, -1%
CCOC(=O)Cn1c(=O)oc2cc(S(=O)(=O)NCCCc3ccccc3)ccc21
  4%, -21%, -3%

(next part)
smiles | TDP1 inh | TDP1 cell noCPT | KAT2A inh
CC(C)c1ccc(NC(=O)Cn2nnc(C(=O)NCc3ccc4c(c3)OCO4)c2N)cc1 | 0%&-5% | -10%&-20% | -7%&2%
Cc1cc(C)c(NC(=O)CS(=O)CC(=O)NCC2CCCO2)c(C)c1 (centres undefined) | 8% | -4% | -4%
COc1ccc(S(=O)(=O)Nc2ccc3oc4c(c3c2)CCCC4)cc1 | 5% | 21µM* | -11%
CCc1ccccc1-n1c(C)nc2cc(C(=O)NCCc3ccc(Cl)cc3)ccc21 | 8% | ? | -11%
CN(C)S(=O)(=O)c1ccc(Cl)c(C(=O)NC2=NCCS2)c1 | / | 4% | 0%
CC(C)(C)C(=O)Nc1ncc(C(F)(F)F)cc1Cl | 11% | -14% | 0%
C[C@@H](CSc1ccccc1)CN1CC[C@H](C(C)(C)C)CCC1=O | / | 18µM* | ?
COc1ccc(N2CCN(C(=O)CSc3nnc(-c4ccc5[nH]c(C)c(C)c5c4)o3)CC2)cc1 | 6% | -29% | -17%
Cc1ccc(C)c(N(CC(=O)NN=C2CCCCCCC2)S(C)(=O)=O)c1 | 6% | -7% | -8%
O=C(Cc1c(O)c2ccccc2[nH]c1=O)NCc1ccccc1F | -7% | -19% | -4%
CCOc1cccc(C(=O)Nc2ccc(N3CCN(S(C)(=O)=O)CC3)cc2)c1 | 6% | 2% | -3%
O=S(=O)(NCC(c1ccccc1)N1CCc2ccccc21)c1ccccc1 (centres undefined) | 10% | ? | -14%
COc1ccc(CNC(=O)CC(C)n2nc(C)cc2C)cc1 (centres undefined) | 3% | -6% | -2%
COc1ccccc1OCC(=O)N1CCCC(Nc2cccc(F)c2)C1 (centres undefined) | 4%[56.1 µM] | 6% | -6%
CCOc1cc(C=C2C(=O)c3ccccc3C2=O)ccc1OCC(=O)Nc1ccc(C)cc1 | 3% | ? | -4%
CCOC(=O)N1CCN(S(=O)(=O)c2ccc(F)c(C(=O)Nc3cc(C)cc(C)c3)c2)CC1 | 3% | -29% | -13%
COc1c(C(=O)Nc2ccc3[nH]c(=O)[nH]c3c2)cc2ccccc2c1Br | 1% | ? | 17%
O=C(Nc1ccncc1)c1ccc2c(c1)C(=O)N(C1CCCCC1)C2=O | / | 23µM* | 1%
COc1ccc(-c2ccc(OC)cc2C(=O)O)cc1 | 4% | ? | 4%
CSc1cccc(NC(=O)C2CCN(S(=O)(=O)c3ccc4c(c3)CCCN4C(=O)C3CCC3)CC2)c1 | 0% | 12µM* | 0%
Cc1cc(C)n(-c2cc(N3CCN(S(=O)(=O)c4ccc(Br)cc4)CC3)ccc2[N+](=O)[O-])n1 | 5% | 12µM* | -4%
Cc1cc(C)c(C)c(S(=O)(=O)NCc2ccc(C(=O)N3CCOCC3)cc2)c1C | 6% | -29% | -6%
Cc1ccc(CNC(=O)Cc2csc(Nc3nc(=S)[nH]c4ccccc34)n2)cc1 | 2% | / | ?
CCOc1c(C)cc(S(=O)(=O)NCc2cccnc2)c(C)c1C | / | ? | -4%
CCOC(=O)C(NC(=O)c1ccc(OC)cc1)(Nc1cc(C)on1)C(F)(F)F (centres undefined) | 1% | -11% | 2%
CC1CC(=O)N(c2ccc(N(C)Cc3ccccc3)c([N+](=O)[O-])c2)C1=O (centres undefined) | 3% | -7% | 0%
Cc1cc(C)c(S(=O)(=O)N(C)CC(=O)NCc2ccccn2)c(C)c1 | 8% | 11% | -24%
CCOc1ccc2noc3c2c1C(=O)c1ccccc1-3 | 5% | -8% | -22%
O=C(NCc1ccncc1)c1cncc(Br)c1 | 8% | ? | -11%
CCc1ccc(-c2nc(CS(=O)CC(=O)NCCc3ccc(Cl)cc3)c(C)o2)cc1 (centres undefined) | 1% | ? | -4%

Continuation.
SMILES | TDP1 inh | TDP1 cell noCPT | KAT2A inh
COc1ccccc1C/C(N)=N/OC(=O)c1cccc([N+](=O)[O-])c1 | 10% | ? | -14%
Cc1ccc(OCC(O)CN2C(=O)NC(C)(C)C2=O)cc1C (centres undefined) | 9% | 1% | -7%
Cc1cccc(Nc2nc(-c3ccc(O)cc3O)cs2)n1 | 12% | ? | -20%
COCc1cc(=O)n2c(-c3ccccc3OC)n[nH]c2n1 | 4% | -14% | 1%
C=CC[C@H](CC(=O)NCCO)C(=O)N[C@@H](COC(=O)[C@@H](CC=C)Cc1ccc(F)cc1)Cc1ccccc1 | 2% | ? | 0%
Cc1ccc(C)c(N2C(=N)S/C(=C\c3ccc(-c4ccccc4C(=O)O)o3)C2=O)c1 | / | -3% | -3%
CCn1c(SCC(=O)Nc2ccc3c(c2)OCCO3)nnc1-c1ccncc1 | 18% | -8% | -4%
CCOC(=O)C1=C(C)N(CCCCCC(=O)O)C(=O)NC1c1cccc([N+](=O)[O-])c1 (centres undefined) | / | 20% | -5%
CS(=O)(=O)N(CC(=O)Nc1c(F)cccc1F)c1cccc([N+](=O)[O-])c1 | 3% | -1% | -4%
O=C1NC(c2ccccc2Br)=N/C1=C\c1ccco1 | / | ? | ?
CC(C)(C)n1nnnc1C(c1cccc(C#N)c1)N1CCCc2ccccc21 (centres undefined) | 8% | ? | -9%
CCOc1ccc(Br)cc1S(=O)(=O)Nc1ccccc1N1CCOCC1 | 1% | ? | -11%
CC1=C(C)CC2C(=O)N(c3cccc4ccccc34)C(=O)C2C1 (centres undefined) | 8% | ? | ?
Oc1ccc(N=Nc2ccc3ccccc3c2)cc1 | / | -19% | -9%
CCc1ccc(-c2[nH]c3c(c2-c2sc(C)c(C(=O)OC)c2O)c(=O)n(C)c(=O)n3C)cc1 | -2% | 2% | -18%
Cc1ccccc1OCc1nc2c3cnn(-c4ccccc4F)c3ncn2n1 | 9% | -20% | 1%
CCCCCOC(=O)c1c(N)n(CCOC)c2nc3ccccc3nc12 | -4% | ? | -5%
c1ccc(-c2nnc(SCC3CCCO3)nc2-c2ccccc2)cc1 (centres undefined) | 8% | ? | 8%
Cc1ccc(NC(=O)c2nc[nH]c2C(=O)NCc2ccccc2)cc1 | 1% | ? | 0%
COc1ccc(CC(=O)Nc2ccccc2N2CCCCC2)cc1OC | 3% | ? | ?
O=C(CCn1cnc(-c2ccccc2)c1-c1ccccc1)N/N=C/c1ccccc1O | 9% | 4.6µM* | -7%
O=C(CSc1nccn1-c1ccc(F)cc1)NCc1ccc2c(c1)OCO2 | 3% | -22% | -9%
CCOC(=O)C(=O)NNc1ccc(C)cc1 | 0% | ? | 7%
O=Cc1sc(N2CCOCC2)nc1-c1ccccc1 | -5% | / | -21%
Cc1ccc(C)c(-n2c3nc(=O)n(C)c(=O)c-3cc3ccccc32)c1 | -1% | ? | -16%
O=C(c1ccco1)N1CCC2(CC1)CN(C(c1ccccc1)c1ccccc1)C2 | / | 15µM* | -15%
CC(=O)Cc1nsc(Nc2ccccc2)n1 | 0% | -1% | 0%
COc1ccccc1NC(=O)CSc1nc2c(oc3ccccc32)c(=O)n1Cc1ccco1 | 0% | ? | -5%
O=CN1CCN(C(=O)Cc2ccc([N+](=O)[O-])cc2)CC1 | 1% | -23% | 0%
Cc1nnc(SCC(=O)Nc2cccc(C(F)(F)F)c2)n1Cc1ccco1 | 8% | -9% | -18%
CCOc1ccccc1-c1noc(CSc2nnc(-c3ccccc3)n2-c2cccc(C)c2)n1 | 9% | 21µM* | -12%
CCOC(=O)c1[nH]c(C)c(C(=O)N(C)C)c1C | -1% | -2% | 0%
COc1ccc(CCNC(=O)Cc2ccccc2)cc1OC | / | 9% | -14%
CC(C)C[C@H](NC(=O)N1CCn2c1nc1ccccc12)C(=O)N[C@H](Cc1ccccc1)C(=O)O | / | 12% | -2%
CCOc1cc(C(=O)Nc2cc(=O)n(C)c(=O)n2C)cc(OCC)c1OCC | 3% | -18% | 2%
CCOC(=O)c1sc(=S)n(-c2cccc(OC)c2)c1N | 7% | 11µM* | -19%
Cc1cc(OC(C)C(=O)NCC2CCC(C(=O)O)CC2)c2c(C)c(Cc3ccccc3)c(=O)oc2c1 (centres undefined) | / | -18% | -21%
CN1CCN(c2ccccc2NC(=S)NC(=O)c2cc3ccccc3o2)CC1 | 5% | 14% | -5%
COc1ccc2occ(C(=O)c3coc4ccc(O)c(CN(C)C)c34)c2c1 | 6% | ? | -3%
